# Assay outcomes (PubChem)
# HEK293 viab: GF-AFC viability counterscreen for inhibitors of alpha-synuclein gene (SNCA) expression; Potency, µM (highest dose often 57.1 µM), inactives show top-dose activity change, negative = cytotoxicity, actives largely listed as cytotoxic; HEK-293-SNCA-luc viability, GF-AFC fluorescence, 24 h; 150,000 tested, 0.12% active;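 further: potency means the concentration at half of the fitted maximal effect; 0% = DMSO-treated cells and -100% = medium-only wells without cells; nearly all actives have a fitted effect of over 30% in size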
#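 Cytotoxicity counterscreen: after 24 h compound treatment of genome-edited SNCA-luciferase HEK-293 cells, live-cell protease substrate GF-AFC read by fluorescence after 30 min; activity scaled between DMSO (0%) and medium-only (-100%), curves Hill-fitted.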
# HEK293 tox: Cytotoxic Profiling in HEK 293 Cell Line of Diverse Libraries Using Quantitative High-Throughput Screening | HEK 293 viability, ATP luminescence (CellTiter-Glo), 48-72 h | Potency, µM (series often up to 115 µM), without a hit: at the highest dose activity change, negative = cytotoxicity, usual class: inhibitors | 94,000 tested, 6.6% active; further: potency means the concentration at half of the fitted maximal effect; nearly all actives have a fitted effect of over 60% in size
#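 qHTS cytotoxicity; HEK 293, 250 cells/well; compound pinned; 48 or 72 hr, 37 degree Celsius, 5% CO2, 95% humidity; CellTiter-Glo, 10 min RT; luminescence (ATP).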
# IP6K1 inhibitor: Primary qHTS assay for small molecule inhibitors of Inositol hexaphosphate kinase 1 (IP6K1). 140,000 tested, 0.81% active. activity change, % (series mostly up to about 58 µM). AID 1645851, 2021. IP6K1 kinase, ADP-Glo luminescence, 2 h; hits give low values. Inositol hexakisphosphate kinase 1 (Homo sapiens), Q92551; in the data active means activity change below about -25%
# Target sequence (Q92551 whole entry, looked up): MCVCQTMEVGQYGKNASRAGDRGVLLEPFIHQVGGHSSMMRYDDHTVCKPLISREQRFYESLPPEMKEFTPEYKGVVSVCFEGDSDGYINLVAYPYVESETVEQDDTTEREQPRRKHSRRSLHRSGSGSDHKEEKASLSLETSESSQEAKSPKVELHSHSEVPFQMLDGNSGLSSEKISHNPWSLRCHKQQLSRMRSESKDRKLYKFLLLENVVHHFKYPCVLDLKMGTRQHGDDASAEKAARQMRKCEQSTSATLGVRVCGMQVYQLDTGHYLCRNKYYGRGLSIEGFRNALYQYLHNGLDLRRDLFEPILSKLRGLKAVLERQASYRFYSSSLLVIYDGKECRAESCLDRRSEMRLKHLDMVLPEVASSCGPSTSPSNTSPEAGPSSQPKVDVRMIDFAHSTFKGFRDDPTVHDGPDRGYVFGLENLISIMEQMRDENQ
#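 ADP-Glo luminescence measures ADP made by human IP6K1 during a 2 h RT reaction with ATP/IP6 (mix at 1.3 mM/130 uM); top library doses 57.5 and 19.1 uM final.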
# GPT2 inhibitor: Primary qHTS assay for inhibitors of Glutamate pyruvate transaminase 2 (GPT2) | Alanine aminotransferase 2 (Homo sapiens), Q8TD30 | Recombinant GPT2, coupled pyruvate oxidase/HRP Amplex Red fluorescence | Potency, µM (series often up to 57.7 µM), without a hit: top-dose activity change, negative = inhibition, actives largely listed as inhibitors | 100,000 tested, 0.25% active; further: potency means the concentration at half of the fitted maximal effect; nearly all actives have a fitted effect of over 60% in size; many of its hits are not listed in these tables
#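 GPT2 10ng/uL, a-KG 250uM, L-Ala 2mM, HEPES pH7.5 + 0.0001% Tween; 30 min RT. Then Amplex mix (PO/HRP/ThPP), 30 min RT dark, fluorescence. AOA 50uM used as positive control.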
# 3T3 cytotox: Cytotoxic Profiling in NIH 3T3 Cell Line of Diverse Libraries Using Quantitative High-Throughput Screening; NIH 3T3 viability, CellTiter-Glo ATP luminescence, 48-72 h; 94,000 tested, 4.3% active; Potency, µM (highest dose often 96.7 µM), without a hit: at the top dose activity change, negative = cytotoxicity, actives largely listed as inhibitors; further: potency means the concentration at half of the fitted maximal effect; nearly all actives have a fitted effect of over 55% in size
#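 Cells were seeded at 400 per well, treated with pin-transferred compound, and kept 48 or 72 hr at 37 °C before CellTiter-Glo addition and luminescence imaging of cellular ATP.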
# SNCA expr inh: Primary qHTS assay for inhibitors of alpha-synuclein gene (SNCA) expression; AID 1671194, 2021; 140,000 tested, 0.17% active; HEK-293 SNCA-luciferase knock-in, luminescence, 24 h; Potency, µM (titrated, usually from 57.2 µM), for inactives: at the top dose activity change, negative = inhibition, usual class: inhibitors;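 further: potency means the concentration at half of the fitted maximal effect; plate controls were DMSO cells for no effect and cell-free wells for full effect; nearly all actives have a fitted effect of over 45% in size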
# FLuc inh: Firefly luciferase inhibition profiling of diverse chemical library using quantitative high-throughput screening. Potency, µM (titrated, usually from 115 µM), for inactives: top-dose activity change, negative = inhibition, usual class: inhibitors. 76,000 tested, 2.5% active. AID 1347043, 2019. Luciferin 4-monooxygenase (Photinus pyralis), P08659. purified P. pyralis luciferase, luminescence, biochemical; further: potency means the concentration at half of the fitted maximal effect; nearly all actives have a fitted effect of over 65% in size
# Target sequence (P08659 whole entry, looked up): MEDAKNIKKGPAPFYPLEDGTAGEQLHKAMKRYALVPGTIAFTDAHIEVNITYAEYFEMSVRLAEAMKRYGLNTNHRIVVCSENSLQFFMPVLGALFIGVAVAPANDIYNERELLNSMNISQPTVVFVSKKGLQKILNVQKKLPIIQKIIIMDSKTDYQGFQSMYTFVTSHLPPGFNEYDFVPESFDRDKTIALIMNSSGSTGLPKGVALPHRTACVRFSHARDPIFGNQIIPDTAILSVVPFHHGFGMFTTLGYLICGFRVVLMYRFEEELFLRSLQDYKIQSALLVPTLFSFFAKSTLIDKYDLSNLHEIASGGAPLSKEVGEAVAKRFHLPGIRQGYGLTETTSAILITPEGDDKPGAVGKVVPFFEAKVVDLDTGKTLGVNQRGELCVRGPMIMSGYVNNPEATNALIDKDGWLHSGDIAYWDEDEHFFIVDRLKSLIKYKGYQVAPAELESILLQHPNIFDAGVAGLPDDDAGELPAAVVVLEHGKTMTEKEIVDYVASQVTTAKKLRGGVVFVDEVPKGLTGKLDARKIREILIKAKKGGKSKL
#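 Purified 10nM P. pyralis luciferase with 10uM D-luciferin and 10uM ATP in 50mM Tris acetate pH 7.5, 10mM Mg acetate, 0.01% Tween-20, 0.05% BSA. qHTS titration; luminescence read by CCD imager.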
# An asterisk follows results filed as active; i = inactive; ? = inconclusive; nt = not tested or not shown; [ ] = remark or other dose. Unless noted, the call rests on the fitted dose curve; in most records, active means well fitted curve in the direction sought with a large enough effect; inconclusive means small, poorly fitted or top-dose-only effect, or another doubt; inactive means no such curve, though single readings can be large; an effect the other way counts as inactive or inconclusive. Unless noted, on the % scale 0 is the no-effect control and ±100 the full control effect.
# Each structure is followed by: 3T3 cytotox | HEK293 viab | SNCA expr inh | FLuc inh | GPT2 inhibitor | IP6K1 inhibitor | HEK293 tox
Cc1cc(NS(=O)(=O)c2ccc3c(c2)CN(C(=O)CCC(C)C)CC3)no1
  ? | 2% | 10% | 5% | i[11.5 µM] | -12 | 4%
CC(=O)N(C1CCOCC1)C1CCN(C(=O)NCc2ccc(OC(F)(F)F)cc2)CC1
  -12% | 5% | ? | 0% | 1% | -10 | -27%
COc1cc(Br)c(Nc2nc(-c3c(C)nc4ncccn34)cs2)c(Br)c1
  nt | 6µM* | nt | nt | -12% | -13 | nt
COCCCn1c(=N)c(C(=O)NCc2cccnc2)cc2c(=O)n3cccc(C)c3nc21
  nt | ? | 19% | nt | nt | 6 | nt
COc1cccc(C(=O)Nc2cc3c(cc2C(=O)c2ccc(C)cc2)OCCO3)c1
  nt | -9% | -16% | nt | nt | 16 | nt
CCCNC(=O)c1cc2n(n1)CCCN(Cc1ccc(F)cc1)C2=O
  nt | -4% | -3% | nt | nt | -4 | nt
O=C([C@@H]1C[C@H](F)CN1C(=O)c1ccccc1C(F)(F)F)N1CCOCC1
  -1% | 1% | -4% | 8% | 0% | -2 | -12%
Cn1nccc1C(=O)N1CCN(C2CCN(Cc3cccnc3)C2=O)CC1 (configuration not stated)
  i | 4% | 11% | -5% | ? | 12 | 4%
Cc1ccc(C(=O)N2CCC3(CCCN(C4CCOCC4)C3=O)C2)cc1F (configuration not stated)
  -14% | 0% | 14% | -1% | -47% | 8 | 2%
O=C(CN1C(=O)CNC1=O)N1CCc2nnc(-c3ccccc3)n2CC1
  -2% | 8% | -2% | -1% | 2% | -16 | i
CC(=O)NCCNC[C@@H]1C=C(C)[C@H](Cc2nnc(-c3ccccc3)o2)C[C@H]1C(C)C
  89µM* | ? | -17%[87.6 µM] | -2%[172 µM] | 0%[88.5 µM] | 8 | 56µM*
C[C@@H]1CN(c2cc(C3CC(O)C3)ncn2)C[C@H](C)O1 (some centres not stated)
  -13% | -3% | 3% | -2% | -29%[11.5 µM] | -31* | -11%
CCOC(=O)c1cccc(Nc2nc(C(=O)OCC)nc3ccccc23)c1
  nt | -28% | -6% | nt | nt | -11 | nt
CCc1ccc(S(=O)(=O)c2nnn3c2nc(Nc2cccc(C)c2C)c2sccc23)cc1
  nt | 1% | -6% | nt | nt | -3 | nt
Cc1c2cnn(-c3ccccc3)c(=O)c2c(C)n1CCCC(=O)Nc1cc(F)ccc1F
  nt | -1% | 1% | nt | nt | 7 | nt
CCn1ccc(C(=O)N2CCC(N3C(=O)C(OC)C34CCOCC4)CC2)n1 (configuration not stated)
  0% | 5% | 4% | -1% | -12% | -6 | -1%
CCCCC1CCC(C(=O)N2CC(=O)Nc3ccc(Br)cc3C2c2ccc(F)cc2)CC1 (configuration not stated)
  nt | -3% | -25% | nt | nt | -11 | nt
Cc1ccc(NC(=O)NCCc2c(C)nn(C)c2C)cc1Cl
  nt | 28% | 217%[activator] | nt | nt | 12 | nt
COc1ccc(CC(=O)N2CC[C@@H](CC(=O)O)[C@@H](CCN3CCC(n4c(=O)[nH]c5ccccc54)CC3)C2)cc1
  0% | 2% | -4% | 3% | 4% | -11 | -3%
COc1cccc(CN2C(=O)c3ccccc3C2C(=O)NCCc2ccc(OC)c(OC)c2)c1 (configuration not stated)
  nt | ? | -14% | nt | nt | 2 | nt
Cc1ccc(OCc2ccc(-c3nc(C#N)c(NCc4cccnc4)o3)o2)cc1
  nt | -13% | -19% | nt | nt | -4 | nt
COc1ccc(N2C(=O)C3(CCCCC3)C2C(=O)NCCCN2CCCC2=O)cc1 (configuration not stated)
  -6% | -10% | 2% | 3% | i | -3 | -21%
CC(C)c1ccc(NC(=O)c2ccc(F)c(S(=O)(=O)N3CCN(c4ccccc4F)CC3)c2)cc1
  nt | 2% | -2% | nt | nt | -2 | nt
COc1ccc(-c2noc(C(=O)NC(C)C)c2[C@H](C)O)cc1
  -16%[138 µM] | -2%[87.6 µM] | 117%[activator][87.6 µM] | -11%[172 µM] | -20%[88.5 µM] | -11 | -23%[172 µM]
Cn1ncc2c(C(=O)NCCN3CCOCC3)cc(-c3ccccc3C(F)(F)F)nc21
  1% | nt | nt | nt | nt | 0 | -7%
O=C(Cc1ccc(F)cc1)N1CCC(n2cc(-c3nc(-c4ccccc4)no3)nn2)CC1
  ? | -4% | 25% | 2% | 1% | 5 | ?
CN1[C@@H](CCC(=O)NCc2ccccc2)CNC(=O)[C@@H]2[C@H]1CCN2Cc1cccc(OC(F)(F)F)c1
  ? | 4% | 3% | -6% | 0% | 3 | ?
Cc1noc(C)c1S(=O)(=O)N1CCC2(CC1)CC(N(C)Cc1ccccc1)CCO2 (configuration not stated)
  ? | 0% | 2% | -1% | i | -8 | -27%
COc1ccc(CN2CCC3(CC2)C(C(=O)O)CC(=O)N3C)cc1 (configuration not stated)
  -14% | 0% | -6% | -2% | -17% | 3 | 3%
O=C1CCN(Cc2cccnc2)CCCC(C(=O)NCCCn2cccn2)CCN1 (configuration not stated)
  1% | 13% | 0% | 1% | -2% | -5 | -9%

# A different layout for part of the listing above:
smiles	3T3 cytotox	HEK293 viab	SNCA expr inh	FLuc inh	GPT2 inhibitor	IP6K1 inhibitor	HEK293 tox
Cc1noc(C)c1S(=O)(=O)N1CCC2(CC1)CC(N(C)Cc1ccccc1)CCO2 (configuration not stated)	?	0%	2%	-1%	i	-8	-27%
Cc1cc(NS(=O)(=O)c2ccc3c(c2)CN(C(=O)CCC(C)C)CC3)no1	?	2%	10%	5%	i[11.5 µM]	-12	4%
O=C1CCN(Cc2cccnc2)CCCC(C(=O)NCCCn2cccn2)CCN1 (configuration not stated)	1%	13%	0%	1%	-2%	-5	-9%

# Following part:
# Each structure is followed by: 3T3 cytotox | HEK293 viab | SNCA expr inh | FLuc inh | GPT2 inhibitor | IP6K1 inhibitor | HEK293 tox
CCc1ccc(C2CC(=O)Oc3c2c(=O)n(C)c2ccccc32)cc1 (configuration not stated)
  nt | -10% | -6% | nt | nt | -10 | nt
COc1ccc(Cl)cc1NC(=O)CSc1nc(-c2ccccc2)c2ccccc2n1
  nt | -6% | -2% | nt | nt | -21 | nt
CCC(C)NC(=O)c1ccc2nc(Cc3ccc(OC)cc3)oc2c1 (configuration not stated)
  nt | -16% | 46%[activator] | nt | nt | 29 | nt
OC1C=C2C3CN(Cc4cc5c(cc43)OCO5)C2CC1O (configuration not stated)
  nt | -39% | nt | nt | -4% | -6 | nt
CC(C)CN1C(=O)c2cccn2CC1C(=O)NCCCN1CCCC1=O (configuration not stated)
  i | 6% | -30% | 10% | 4% | -6 | i
CCOC(=O)C1CCCN(CC(=O)Nc2cc(C)c3c(=O)oc4ccccc4c3n2)C1 (configuration not stated)
  nt | 12% | 25% | nt | nt | 6 | nt
O=Nc1ccc2oc(=O)ccc2c1
  nt | -1% | -20% | nt | ? | nt | nt
COC1CCC12CCN(Cc1scnc1C)CC2 (configuration not stated)
  5% | 6% | 0% | -1% | -1% | -11 | ?
COc1ccc(C(=O)N(Cc2sccc2C)C2CCS(=O)(=O)C2)cc1 (configuration not stated)
  nt | ? | 4% | nt | nt | -1 | nt
N[C@@H](Cc1ccc(O)c(I)c1)C(=O)O
  nt | -1% | -19% | nt | 2% | nt | nt
CN(CCc1ccccn1)C(=O)CN1CC2CC(C1)[C@H]1CCCC(=O)N1C2 (some centres not stated)
  i | 3% | 4% | 6% | 1% | 7 | 19%
c1cnc(N2CC[C@H](c3nnc(-c4ccncc4)o3)C2)nc1
  -17%[174 µM] | -9%[87.6 µM] | 13%[87.6 µM] | -2%[172 µM] | 5%[88.5 µM] | 7 | i
Cn1ccc(C(=O)NCc2nnc3n2C(C(=O)N2CCOCC2)CC3)n1 (configuration not stated)
  i | 3% | -11% | nt | -1% | 7 | i
Cc1cnc(C2CC2)n1C1CCN(C(=O)Nc2ccccc2F)CC1
  -16% | -4% | 50%[activator] | nt | -6% | 15 | -13%
CC(C(=O)NCC1CCCO1)N1C(=O)COc2ccc(C(=O)COc3ccc(F)cc3F)cc21 (configuration not stated)
  -20% | -4% | -1% | -3% | i | 20 | ?
CC1=C[C@@H](CNC2CCOCC2)[C@H](C(C)C)C[C@H]1Cc1nc2ccccc2[nH]1
  ? | -27%[87.6 µM] | ? | 1%[172 µM] | -6%[88.5 µM] | -10 | ?
COc1cccc(C2Cn3nnc(-c4nc(-c5cccc(C(F)(F)F)c5)no4)c3CO2)c1 (configuration not stated)
  -24% | 3% | -5% | -9% | 1% | -23 | -24%
CC(C)CCN1CCC2(CC1)CC(C(C)C)=NO2
  -15%[138 µM] | -9%[87.6 µM] | 5%[87.6 µM] | 0%[172 µM] | i | 6 | -15%[172 µM]
Cn1ncc(N2CCCC(CC(=O)NCCc3ccccc3)C2)cc1=O (configuration not stated)
  i | -1% | 58%[activator] | -13% | i | 14 | 12%
Cc1ccc2sc(N(Cc3cccnc3)C(=O)CCOc3ccccc3)nc2c1C
  nt | 8% | -18% | nt | nt | 3 | nt
O=C(CN1CCOCC1)N1CCC(c2nc(CCOCC3CCCC3)no2)C1 (configuration not stated)
  i | -11%[12.5 µM] | ? | -6% | 3% | 14 | -1%
COCCN1C(=O)c2cccn2CC1CNC(=O)c1ccc(OC)nc1 (configuration not stated)
  -5% | 8% | -9% | 6% | i | 16 | -4%
CC1=C[C@@H]2[C@@H]([C@@H](O)C[C@@]3(C)[C@H]2C[C@@H](C)[C@]3(O)C(=O)CO)[C@@]2(C)Cc3cnn(-c4ccccc4)c3C=C12
  nt | ? | 2% | nt | -7% | -21 | nt
O=C1Nc2ccccc2C12CCN(S(=O)(=O)c1cccs1)C2 (configuration not stated)
  ? | -21%[87.6 µM] | 3%[87.6 µM] | 2%[172 µM] | 4%[88.5 µM] | 3 | 89µM*
CN1CCOc2c(C(=O)NCc3cnn(C)c3)cc(-c3ccc(CO)cc3)cc21
  ? | -5%[87.6 µM] | 3%[87.6 µM] | 12%[172 µM] | i | -23 | -13%[172 µM]
O=C(NC1CCN(c2nc3ncccc3o2)C1)c1ccccc1F (configuration not stated)
  -3%[138 µM] | -10%[87.6 µM] | -1%[87.6 µM] | nt | i | 1 | -1%[172 µM]
CCOC(=O)c1c(C)[nH]c(C)c1S(=O)(=O)N1CCCC(C(=O)N2CCN(c3ccccc3F)CC2)C1 (configuration not stated)
  nt | 4% | -15% | nt | nt | 12 | nt
CCn1nc(C)c(CN2C[C@@H](COC)[C@H](c3ccncc3)C2)c1C
  i | -19% | 13% | 9% | i | -15 | ?
